# SUMO1-SIM PPI: modulators of human SUMO1-mediated protein-protein interactions. P63165. 0.33% of 360,000 active. AID 602429. inhibition, % at 20 µM. SUMO1 binding to a labelled peptide, TR-FRET, 1 h; in the data active = inhibition above about 37%
# MT1-MMP act inh: blocks activation of human MT1-MMP; P50281; HT1080 RFP-PRO-GFP cells, GFP/RFP ratio fluorescence, overnight; percent of plate control window, DMSO zero; GFP/RFP ratio change, % at 20 µM; 0.061% of 360,000 active;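 active = GFP/RFP ratio change of at least 30% with cell ATP level not reduced by more than half and red fluorescence within 50% of control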; note: strong numbers were not always called active
#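 Assay system: HT1080 RFP-PRO-GFP cells | Dosing: 20 µM single dose, 1% DMSO | Incubation: Cells overnight before dosing, compound overnight, 37 °C, 5% CO2 | Evaluation: GFP/RFP fluorescence ratio | Control set: DMSO-only wells and HT1080 RFP-L50D-GFP cell wells as references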
# NadD inh: blocks S. aureus nicotinate mononucleotide adenylyltransferase. purified NadD enzyme, colorimetric absorbance read-out. inhibition, % at 20 µM. 0.78% of 360,000 active. AID 602399; in the data active = inhibition above about 26%; note: some compounds past the cut are filed as inactive
# STEP inh: inhibitors of human striatal-enriched phosphatase STEP; inhibition, % at 20 µM; AID 588621; 0.25% of 360,000 active; P54829; recombinant STEP, OMFP fluorogenic substrate, fluorescence;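 active = inhibition at 20 µM, scaled per plate between control wells, above about 37%, limit read from the data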;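 note: 0% = DMSO with enzyme and substrate and 100% = substrate only without enzyme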
# Target sequence (P54829 whole entry, looked up): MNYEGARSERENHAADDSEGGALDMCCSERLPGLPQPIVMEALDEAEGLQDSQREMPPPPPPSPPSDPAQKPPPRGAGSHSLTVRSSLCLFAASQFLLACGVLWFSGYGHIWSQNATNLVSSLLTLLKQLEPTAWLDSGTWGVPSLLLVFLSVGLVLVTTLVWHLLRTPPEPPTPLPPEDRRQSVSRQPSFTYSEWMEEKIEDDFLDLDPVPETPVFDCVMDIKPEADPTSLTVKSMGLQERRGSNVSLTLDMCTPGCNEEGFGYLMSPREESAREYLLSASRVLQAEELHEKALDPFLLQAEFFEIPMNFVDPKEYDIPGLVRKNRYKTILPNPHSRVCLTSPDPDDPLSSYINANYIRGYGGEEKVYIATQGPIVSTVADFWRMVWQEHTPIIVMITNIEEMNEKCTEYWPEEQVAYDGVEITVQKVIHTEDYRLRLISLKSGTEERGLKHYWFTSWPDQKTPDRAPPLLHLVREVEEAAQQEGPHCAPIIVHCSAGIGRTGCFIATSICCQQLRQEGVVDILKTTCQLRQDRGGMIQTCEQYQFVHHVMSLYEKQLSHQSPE
#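 Assay system: isolated STEP enzyme / Timing: 20 min at room temperature, dark / Doses: 20 µM, 1% DMSO / Technique: fluorescence intensity, excitation 480 nm, emission 540 nm / Reagent: fluorogenic phosphatase substrate OMFP at 25 µM final / Measure: percent inhibition scaled to no-enzyme and uninhibited-enzyme controls, plate-pattern corrected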
# Rpn11 inh: inhibitors of human proteasome Rpn11; 0.59% of 360,000 active; calls only at 20 µM; human 26S proteasome, Ub4-pepOG fluorescence polarization; 20S core pre-blocked with epoxomicin;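 active = inhibition at 20 µM, scaled to each plate's controls, above about 33%, limit read from the data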
# Target sequence (O00487 whole entry, looked up): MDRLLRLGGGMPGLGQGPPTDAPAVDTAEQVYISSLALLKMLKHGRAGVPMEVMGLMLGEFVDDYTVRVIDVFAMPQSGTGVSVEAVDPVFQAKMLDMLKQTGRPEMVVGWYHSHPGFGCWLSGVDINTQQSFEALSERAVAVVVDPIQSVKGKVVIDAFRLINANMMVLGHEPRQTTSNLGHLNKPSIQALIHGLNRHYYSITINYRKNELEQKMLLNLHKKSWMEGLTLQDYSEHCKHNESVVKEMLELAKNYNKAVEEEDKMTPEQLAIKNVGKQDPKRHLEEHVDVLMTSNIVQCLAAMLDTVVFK
# CendR NRP1 mod: modulators of CendR peptide binding to human neuropilin-1; O14786; FAM-RPARPAR peptide binding to NRP-1, fluorescence polarization; inhibition, % at 25 µM; 0.85% of 360,000 active; AID 602438;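 active = inhibition or corrected inhibition above about 18%, plus a signal ratio from 0.5 to 1.5, limit read from the data, passing the limit was not always enough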; note: strong numbers were not always called active
# DNMT1 inh: DNMT1 (human) enzyme inhibition; AID 588458; 0.83% of 360,000 active; DNMT1 molecular beacon, Hinp1I cleavage, fluorescence; inhibition (reported as % activation of signal), % at 10 µM; in the data active = inhibition above about 50%
# SKN-1 block: blocks SKN-1 activity in C. elegans; C. elegans VP596 Pgst-4::GFP/RFP ratio, acrylamide-induced, 24 h; inhibition, % at 21.8 µM; 0.49% of 360,000 active;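 active = interference check ratio from 0.5 to 1.5 plus GFP to RFP signal ratio inhibition reaching or exceeding a fixed threshold, cut at about 30% in these data, passing the limit was not always enough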; note: some compounds called inactive have numbers as strong as hits
# Scp-1 inhibitor: inhibitors of human Scp-1 phosphatase; inhibition, % at 20 µM; Recombinant Scp1, phosphopeptide, malachite green phosphate absorbance; 0.88% of 340,000 active; Q9GZU7; AID 493091;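 active = inhibition above about 50% at 20 µM, limit read from the data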;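 note: plate controls were DMSO wells with enzyme for no effect and wells lacking enzyme for full effect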
#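 Test system – truncated SCP-1 phosphatase (76-261aa) · Reagent – Phosphorylated 17-residue peptide substrate · Incubation – 45 min room-temperature reaction, 5 min colour, 30 min stabiliser · Detection – colorimetric phosphate reagent with accelerator and stabiliser, absorbance at 630 nm · Measure – % inhibition at 20 µM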
# LMPTP block: LMPTP (human) inhibition; recombinant LMPTP-A, OMFP fluorogenic substrate, fluorescence intensity; inhibition, % at 20 µM; 0.22% of 360,000 active;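 active = compounds that cut the enzyme signal by at least half of the control window in the single-dose screen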;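 note: plate controls were DMSO wells with enzyme plus substrate for no effect and substrate without enzyme for full effect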
# Target sequence (P24666 whole entry, looked up): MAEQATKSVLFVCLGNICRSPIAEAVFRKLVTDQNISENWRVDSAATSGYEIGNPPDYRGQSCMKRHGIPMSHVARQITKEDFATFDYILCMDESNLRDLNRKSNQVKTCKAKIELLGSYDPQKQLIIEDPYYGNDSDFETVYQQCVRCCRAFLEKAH
#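 Assay system: LMPTP-A phosphatase enzyme | Input: 0.625 nM enzyme | Also added: Fluorogenic phosphatase substrate OMFP at 400 µM final | Compound dosing: One test concentration per compound, 20 µM, with 3% DMSO overall | Schedule: 50 min enzyme reaction at room temperature, protected from light | Signal: Fluorescence intensity | Benchmarks: no-enzyme and uninhibited controls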
# * marks the source's active call; other numbers are inactive results; i = inactive; . = no result given.
SMILES,SUMO1-SIM PPI,MT1-MMP act inh,NadD inh,STEP inh,Rpn11 inh,CendR NRP1 mod,DNMT1 inh,SKN-1 block,Scp-1 inhibitor,LMPTP block
COc1ccccc1N(CC(=O)Nc1ccc2c(c1)OCCO2)S(C)(=O)=O,2,4,2,4,i,4,2,16,-12,-0.9
CC(=O)c1c(C)[nH]c(C(=O)OCC(=O)Nc2cc(C(F)(F)F)ccc2N2CCOCC2)c1C,0,1,-3,0,i,10,-7,9,-2,-1.1
CCN(CC)CCNC(=O)c1ccc(NC(=O)Nc2cccc3ccccc23)cc1,-10,-3,-6,-2,i,11,4,-9,-7,0.5
COc1cc(-c2nnc(-c3cccs3)o2)cc(OC)c1OC,-6,3,0,-1,i,-1,0,11,1,1.0
CC(C)=C(c1ccc(Cl)cc1)c1c(N)ncnc1N,7,11,-3,-3,i,-1,1,-8,.,0.9
c1cc(CNc2ccc3c(c2)OCO3)ccn1,-3,-11,11,2,i,30*,-21,37*,-8,4.2
COc1cc(OC)c(NC(=O)CC(C)=O)cc1Cl,3,1,-8,-3,i,-6,0,4,-7,-1.0
COc1ccc2sc(N(CCN(C)C)C(=O)c3cc(Cl)sc3Cl)nc2c1,-1,0,-8,1,i,-8,1,7,-13,0.0
CCCOc1ccc(C(=O)OCC(=O)c2c(N)n(C)c(=O)n(C)c2=O)cc1OC,4,-2,-4,-2,i,-10,-1,-11,-7,-0.7
CC(=O)c1oc2ccccc2c1NC(=O)COC(=O)c1ccc(-n2nc(C)cc2C)cc1,-1,0,5,0,i,-4,54*,5,16,19
O=C(Nc1ccccc1)Oc1ccccc1N1CCOCC1,7,2,-2,2,i,-10,-1,-6,-7,2.1
COC(=O)c1cc(OC)c(OC)c(OC)c1N,-2,-7,-1,0,i,-34,0,-1,-5,0.1
CCC(C)NC(=O)c1nn(Cc2ccccc2)c(=O)c2ccccc12 (stereo not given),1,2,1,1,i,1,1,15,-3,0.7
O=C(Cn1cnc2ccccc21)N/N=C/c1cccc([N+](=O)[O-])c1,-18,3,-4,-1,i,-7,2,0,-2,-0.8
COc1ccc(C(=O)O)cc1S(=O)(=O)N(C)CCc1ccccn1,34,-4,-9,-2,i,5,2,0,-9,-1.2
C/C(=N/NC(=O)c1ccc(Br)s1)c1cccnc1,-1,-4,-5,0,i,0,0,-14,-2,-0.7
COCCNc1ncnc2c1ncn2[C@H]1CN(Cc2ccccc2)C[C@@H](CO)O1,1,0,1,4,i,-1,3,6,.,-0.9
COCC(C)NC(=O)c1noc2c1CCc1cc(OC)ccc1-2 (stereo not given),-3,2,-1,-4,i,9,-3,2,14,-0.2
COc1cc(OC)cc(C(=O)NCC(=O)OCc2cc(=O)oc3cc(OC)ccc23)c1,-12,-2,-7,1,i,-1,-13,-5,-14,2.1
COc1ccc(NC(=O)CN2C(=O)NC3(CCCCC3C)C2=O)cc1S(=O)(=O)N1CCOCC1 (stereo not given),-4,2,1,2,i,14,11,2,-18,-0.3
COc1ccc(N/C=C/C(=O)c2ccc(C)cc2)c([N+](=O)[O-])c1,-11,7,1,6,i,1,-2,66,-12,3.2
COc1ccc(N2CCN(C(=O)COc3ccc4c(C)cc(=O)oc4c3C)CC2)cc1,3,1,0,-2,i,6,-6,9,-3,1.1
Cn1c(SCC(=O)N2CCCC2)nnc1-c1cnccn1,-2,-3,-2,0,i,-5,0,17,-8,-0.3
Cc1cc(C)c2c(N)c(C(=O)N3CCCCCC3)sc2n1,0,4,1,0,i,5,1,3,-2,-1.0
Cc1nnc(SCc2cccc3ccccc23)s1,-6,-2,-8,-1,i,-7,-4,-5,17,1.0
NC(=O)CSc1nnc(-c2ccc([N+](=O)[O-])cc2)o1,-24,-3,-1,2,i,1,0,0,1,-0.5
Cc1cc(/C=C(/C#N)c2nc3ccccc3[nH]2)c(C)n1-c1cccc([N+](=O)[O-])c1,-7,2,41*,5,i,-9,-11,29,10,5.8
CC(=O)c1cccc(NC(=O)CN2C(=O)C(=O)N(Cc3ccco3)C2=O)c1,10,3,0,-3,i,-7,33,2,44,6.9
COC(=O)C1=C(C)N(c2cccc(OC)c2)C(=O)/C1=C\c1ccco1,-10,1,-10,0,i,4,-1,5,3,0.9
Cc1cccc(Nc2c(F)c(F)c(F)c(F)c2C(=O)O)c1,2,2,1,0,i,0,2,10,-10,-0.2
COc1ccc2c(c1OC)C(=O)N(c1ccc(F)cc1)C2,-1,-2,-3,-1,i,1,4,-4,-2,-1.9
N#CCc1nc2ccc(S(=O)(=O)N3CCOCC3)cc2s1,5,-38,10,-3,.,-159,-14,-7,9,0.0
Cc1ccc(C)c(N2CCN(C(=O)Cc3cn(C)c4ccccc34)CC2)c1,0,-10,-1,2,i,-4,-9,-10,-4,0.9
CSCCC(NC(=O)c1ccccc1Br)C(=O)NNC(=O)C1COc2ccccc2O1 (stereo not given),-1,0,-4,1,i,6,1,20,-6,-1.6
Cc1cc2cc(CNC(=O)c3ccc(S(=O)(=O)N4CCOCC4)cc3)ccc2n1C,-28,35,4,2,i,28*,-14,45,-1,25
COc1ccc(C(CNC(=O)c2ccc(-n3cnnn3)cc2)N2CCOCC2)cc1 (stereo not given),1,1,-3,-2,i,13,-1,-25,-2,-1.9
C=CCn1c(NC(=O)c2ccccc2Cl)c(C#N)c2nc3ccccc3nc21,53*,-68,3,4,i,-13,64*,17,-7,12
CC(C)c1cc(C(=O)N/N=C/C=C/c2ccccc2)n[nH]1,-20,5,3,0,i,-2,-1,3,-3,-1.2
CCOCC(=O)Nc1nc2ccc(C)cc2s1,0,3,-6,1,i,4,0,12,-5,0.6
CCc1nnc(N/N=C\c2ccc(OC(C)=O)c(OC)c2)n1N,-3,.,-2,-5,i,9,2,12,0,-1.1
Cn1nnnc1SCC(=O)Nc1nc(-c2ccccc2)c(-c2ccccc2)o1,9,6,9,-4,i,-1,0,7,0,-1.5
O=C1c2ccccc2C(=O)C1c1ccc(Cl)cc1,-6,-2,-9,0,i,-3,-5,6,-5,0.4
Cc1ccc(C)c(NC(=O)/C(C#N)=C/c2ccc[nH]2)c1,-16,2,-5,-2,i,-4,0,37*,-13,0.5
CCCCN(C=O)c1c(CC)nc2c(OCCC)cccn12,-2,2,-1,-2,i,-5,3,8,.,-0.3
COc1ccc(-c2oc3cc(OC)c(O)c(OC)c3c(=O)c2OC)cc1O,3,1,2,5,i,-7,-17,7,-7,0.8
CCCn1c2ccccc2c2nnc(SCCN3CCOCC3)nc21,-24,-4,0,-1,i,-1,1,-1,0,1.8
CC(C)CNC(=O)C(=O)NCC1OCCCN1S(=O)(=O)c1cccs1 (stereo not given),4,2,-4,-3,i,-2,2,-17,4,-0.1
CCOC(=O)c1c(C)n(-c2ccccc2)c2ccc(O)c(CN(C)C)c12,9,1,-11,2,i,6,0,3,-3,0.3
COc1ccccc1C(=O)Nc1cccc(SC)c1,3,-4,3,-3,i,4,-1,-13,-7,0.4
CC(C)CN1CCN(Cc2ccc(Oc3ncccn3)cc2)CC1CCO (stereo not given),2,0,-1,0,i,17,-4,-10,-1,-1.4
Cn1c(=O)n(CCc2ccccc2)c(=O)c2c1nc1n2CCN1Cc1ccco1,6,2,-2,2,i,-3,-5,19,-5,-0.5
Cc1cc(-c2sccc2Br)nc(-n2cccc2)n1,-35,-8,4,0,i,-3,-4,35,-4,0.6
CC(Cl)C(=O)Nc1ccccc1C#N (stereo not given),-2,-3,1,0,i,2,1,0,-5,0.3
C=CCNC(=S)N1CCC(C(=O)c2ccc(OC)cc2)CC1,-4,4,1,-3,i,7,7,-1,-3,-0.8
CNC(=O)C(=O)NCC1OCCN1S(=O)(=O)c1ccc(OC)c(OC)c1 (stereo not given),2,-3,0,1,i,1,0,6,-7,-1.4
COc1ccccc1NC(=S)NC(=O)CCCOc1ccc(Cl)cc1Cl,-3,1,-8,2,i,-2,-6,12,-12,2.7
COc1ccccc1C1C(C(=O)c2cc3ccccc3o2)=C(O)C(=O)N1CCN(C)C (stereo not given),-12,-3,1,-8,i,2,-9,-18,-1,-1.9
O=C(c1ccco1)[C@@H]1[C@@H]2C(=O)N(c3ccc(Br)cc3)C(=O)[C@@H]2C2c3ccccc3C=CN21 (stereo not given in full),-1,-27,32*,-1,i,-42,-4,5,-15,1.7
O=C(CSc1nc(C(F)(F)F)cc(=O)[nH]1)NCc1ccc2c(c1)OCO2,-1,1,2,-2,i,-4,0,9,-4,-0.9
Cc1cccc(C)c1NC(=O)C1(C)c2cccc[n+]2CC(=O)N1Cc1cccs1 (stereo not given),2,-3,6,0,i,-13,-4,9,3,0.7

# Ordered by molar mass (lowest first): some entries from above
SMILES,SUMO1-SIM PPI,MT1-MMP act inh,NadD inh,STEP inh,Rpn11 inh,CendR NRP1 mod,DNMT1 inh,SKN-1 block,Scp-1 inhibitor,LMPTP block
CC(Cl)C(=O)Nc1ccccc1C#N (stereo not given),-2,-3,1,0,i,2,1,0,-5,0.3
COc1ccccc1C(=O)Nc1cccc(SC)c1,3,-4,3,-3,i,4,-1,-13,-7,0.4
O=C(CSc1nc(C(F)(F)F)cc(=O)[nH]1)NCc1ccc2c(c1)OCO2,-1,1,2,-2,i,-4,0,9,-4,-0.9
Cc1cccc(C)c1NC(=O)C1(C)c2cccc[n+]2CC(=O)N1Cc1cccs1 (stereo not given),2,-3,6,0,i,-13,-4,9,3,0.7
COc1ccccc1C1C(C(=O)c2cc3ccccc3o2)=C(O)C(=O)N1CCN(C)C (stereo not given),-12,-3,1,-8,i,2,-9,-18,-1,-1.9

# Additional structures
SMILES,SUMO1-SIM PPI,MT1-MMP act inh,NadD inh,STEP inh,Rpn11 inh,CendR NRP1 mod,DNMT1 inh,SKN-1 block,Scp-1 inhibitor,LMPTP block
CCCNC(=S)NNC(=O)c1cc(C2CC2)nc2ccccc12,4,2,-5,-2,i,-5,1,-4,-8,-2.1
O=S1(=O)CCC(NC(=S)Nc2ccccc2)C1 (stereo not given),-6,-4,-4,0,i,24,2,-1,-1,0.6
COc1cc(NC(=O)COC(=O)c2cc(S(=O)(=O)N3CCOCC3)ccc2F)cc(OC)c1,2,10,-1,-1,i,1,0,-5,-7,-0.7
CCOc1ccc(-c2ncncc2-c2ccc(OC)cc2)c(O)c1,4,-7,-4,-4,i,-9,-8,3,-2,-0.3
CCCn1nnnc1SCC(=O)NCc1cccs1,1,3,-1,-10,i,2,0,-8,-10,-0.4
O=c1[nH]c2cc([N+](=O)[O-])ccc2c2ccccc12,-35,-2,-2,2,i,-9,-6,1,7,11
CC(=O)N(c1ccc2oc(=O)sc2c1)S(=O)(=O)c1ccccc1,4,4,-3,0,i,-4,-1,-12,-9,-1.1

# Source: PubChem BioAssay
